CAL PDZ FP-1: blocks peptide binding to human CAL PDZ domain; actives 0.02% (n = 330,000); AID 504414; purified CAL PDZ, TMR-peptide fluorescence polarization, 1 h; inhibition, % at 20 µM; Q9HD26;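 active = highest replicate inhibition of at least 40%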;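 also: plate controls were DMSO neutral control wells for no effect and unlabeled competitor peptide control wells for full effect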
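Material: tagged CAL PDZ domain; buffer or medium: 25 mM sodium phosphate pH 7.4, 150 mM NaCl, TCEP, IgG, Thesit; compound dosing: single point, 20 µM; schedule: 1 h incubation at room temperature before polarization reading; measured by: FP readout, S and P plane fluorescence; read-out basis: percent inhibition from loss of millipolarization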
C-LANA FP: KSHV C-LANA DNA binding inhibition; inhibition, % at 9 µM; actives 0.078% (n = 340,000); MBP-C-LANA/FAM-LBS DNA binding, fluorescence polarization;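 active = highest replicate inhibition at or above 60% at 9 µM, even if other replicates fall short; inactive = all replicates below 60% inhibition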;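 also: 0% = neutral control wells and 100% = 4 µM acridine orange control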
PKA-R2B activ: activators of human PKA-R2B complex | PKA-R2B holoenzyme dissociation, Cy5-IP20 fluorescence polarization; R2B truncated from residue 108, S112A mutant; 0% DMSO only, 100% 113 µM cGMP | activation, % at 11.4 µM | AID 504700 | P22694+P31323 | actives 0.079% (n = 340,000);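 active = activation above a cutoff set at the mean over all compounds plus 3 SD, cut at about 18% in these data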;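 also: higher means more holoenzyme dissociation and a rise in polarization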
Keap1 Nrf2 FP: disrupts human Keap1 binding to Nrf2 peptide; Q14145; Keap1 Kelch-Nrf2 peptide fluorescence polarization, 1536-well; inhibition, % at 9.4 µM; actives 0.15% (n = 340,000); AID 504523; in the data active = inhibition above about 12%;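 also: human Keap1 Kelch domain with fluorescein labeled Nrf2 9mer peptide probe; 0% = neutral control wells and 100% = peptide positive control; higher means more block of Keap1 binding to Nrf2 peptide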
Rtt109 Vps75: blocks Candida albicans Rtt109/Vps75 acetyltransferase activity; inhibition, % at 34.9 µM; purified Rtt109/Vps75, ThioGlo CoA-SH fluorescence, 4 h; actives 0.16% (n = 330,000); Q5AAJ8;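 active = inhibition of at least 50% in every replicate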
Target sequence (Q5AAJ8 whole entry, looked up): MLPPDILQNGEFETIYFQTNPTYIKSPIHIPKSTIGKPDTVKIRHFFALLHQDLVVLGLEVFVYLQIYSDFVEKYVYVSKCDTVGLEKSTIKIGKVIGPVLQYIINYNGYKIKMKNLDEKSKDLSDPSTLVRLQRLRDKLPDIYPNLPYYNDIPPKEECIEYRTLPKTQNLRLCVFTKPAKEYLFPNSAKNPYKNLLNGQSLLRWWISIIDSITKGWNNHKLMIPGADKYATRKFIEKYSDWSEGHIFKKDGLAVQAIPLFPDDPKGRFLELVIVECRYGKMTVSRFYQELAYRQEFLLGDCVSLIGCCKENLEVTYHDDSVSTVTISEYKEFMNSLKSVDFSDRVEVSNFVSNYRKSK
RTF Ca sens act: increases calcium sensitivity of human cardiac regulated thin filaments; IANBD-labeled TnC RTF fluorescence at EC20 calcium; 0% EC20 calcium, 100% full calcium; activation, % at 7.2 µM; P19429+P45379; actives 0.24% (n = 340,000);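 active = activation above the mean over all tested compounds plus 3 SD, cut at about 30% in these data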;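 also: rise in fluorescence read as greater calcium sensitivity of cardiac thin filaments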
DAGLB inh: blocks human DAGLB lipase activity | AID 504411 | inhibition, % at 5.17 µM | actives 0.059% (n = 340,000) | Q8NCG7 | HEK293T DAGLB membrane lysate, EnzChek fluorogenic substrate; in the data active = inhibition above about 34%;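 also: 0% = enzyme with vehicle and 100% = wells lacking enzyme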
Target sequence (Q8NCG7 whole entry, looked up): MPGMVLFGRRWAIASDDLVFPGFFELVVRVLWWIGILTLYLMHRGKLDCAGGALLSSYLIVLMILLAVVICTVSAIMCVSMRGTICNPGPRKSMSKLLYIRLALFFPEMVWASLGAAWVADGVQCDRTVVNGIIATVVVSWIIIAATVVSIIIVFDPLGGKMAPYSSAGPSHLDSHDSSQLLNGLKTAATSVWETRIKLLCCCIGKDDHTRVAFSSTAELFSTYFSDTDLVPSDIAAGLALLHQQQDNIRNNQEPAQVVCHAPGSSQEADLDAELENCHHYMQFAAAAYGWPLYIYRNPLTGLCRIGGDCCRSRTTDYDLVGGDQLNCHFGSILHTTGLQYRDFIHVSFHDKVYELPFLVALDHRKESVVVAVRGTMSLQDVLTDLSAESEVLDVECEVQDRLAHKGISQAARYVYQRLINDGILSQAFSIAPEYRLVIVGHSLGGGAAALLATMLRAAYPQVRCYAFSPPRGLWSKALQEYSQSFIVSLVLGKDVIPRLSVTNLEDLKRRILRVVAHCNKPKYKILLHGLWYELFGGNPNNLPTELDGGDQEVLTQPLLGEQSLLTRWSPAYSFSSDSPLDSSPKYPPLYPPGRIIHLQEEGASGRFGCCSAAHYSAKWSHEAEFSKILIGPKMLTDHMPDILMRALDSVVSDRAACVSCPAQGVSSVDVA
CAL PDZ FP-2: blocks peptide binding to the human CAL PDZ domain; AID 602252; inhibition, % at 24.9 µM; actives 0.92% (n = 300,000); purified CAL PDZ, TMR-peptide fluorescence polarization, 1 h;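 active = mean inhibition of at least 30% with at least half of replicates also reaching 30%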;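 also: 0% = DMSO neutral control and 100% = excess unlabeled competitor peptide PRC23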
Cardiac RTF inh: cardiac RTF calcium desensitization | P19429+P45379 | IANBD-labeled cardiac RTF, Ca2+ fluorescence | inhibition, % at 7.15 µM | actives 0.12% (n = 340,000) | AID 493244;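 active = inhibition above the mean inhibition of all tested compounds plus 3 SD, cut at about 17% in these data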;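 also: assay run at fixed EC70 calcium of 1.6 mM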
SR-BI uptake up: enhances SR-BI lipid uptake from DiI-HDL | CHO ldlA[mSR-BI] cells, DiI-HDL uptake fluorescence, 3 h; 100 = double the neutral-control signal | activation, % at 12.5 µM | actives 0.096% (n = 320,000) | AID 504775;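 active = mean replicate activation of at least 60% and every replicate at or above 60%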;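 also: 0% = median plate neutral-control signal and 100% = twice that signal; values of inactives mirror those of a sister screen read the other way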
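System: CHO ldlA[mSR-BI] cells / Medium: HEPES-buffered (25 mM, pH 7.4) F12 plus 0.5% BSA / Probe or stimulus: labelled HDL, 10 µg/mL / Doses: single compound concentration, delivered by pin transfer / Schedule: 3 h, 37 °C / Measured by: DiI fluorescence, bottom read / Measure: cell-associated DiI fluorescence as measure of HDL uptake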
* = called active by the depositor; nt = not tested or not shown.

SMILES	CAL PDZ FP-1	C-LANA FP	PKA-R2B activ	Keap1 Nrf2 FP	Rtt109 Vps75	RTF Ca sens act	DAGLB inh	CAL PDZ FP-2	Cardiac RTF inh	SR-BI uptake up
COc1cccc(CN2CCNC(=O)C2CC(=O)NCCn2nc(C)cc2C)c1OC (centres undefined)	-1.8	-0.7	-15.8	-2.8	-9.0	3.7	-1.8	-2.6	-3.9	nt
CCC1=Nc2cc(C(=O)NCCN3CCOCC3)ccc2Sc2ccc(Br)cc21	-4.6	2.6	-14.5	-2.8	1.0	-4.4	-2.7	-3.1	1.5	-7.0
Cc1ccc(N(CC(=O)NCc2ccccc2)C(=O)c2csnn2)cc1	-1.1	-1.7	-0.5	-5.0	2.2	-1.7	-3.6	-2.1	2.7	1.1
COc1ccc(C2=NOC(C(=O)N3CCCCCC3)C2)cc1OC (centres undefined)	-0.4	-0.9	-4.6	-6.6	2.3	3.3	1.0	nt	1.6	-8.3
CC(=O)OC1C([N+]2(C)CCCCC2)C[C@H]2C3CC[C@H]4C[C@H](OC(C)=O)C([N+]5(C)CCCCC5)CC4(C)[C@H]3CCC12C (some centres undefined)	0.0	0.1	-1.3	-1.8	1.1	-1.2	-0.1	-4.9	3.6	13.3
N#CC1(c2ccccc2)CCCN1C(=O)c1ccccc1Cl (centres undefined)	0.0	-1.0	-5.3	0.9	5.0	0.7	-1.2	-3.4	-4.3	6.8
CCc1nnc(NS(=O)(=O)c2ccc(NC(=S)NC(=O)c3ccccc3)cc2)s1	-0.8	1.2	-3.2	-3.7	4.2	-1.5	5.7	-3.0	-7.1	10.2
COc1cc(/C=N/NC(=O)c2ccc(COc3ccccc3Cl)o2)cc(Br)c1O	-1.8	-0.6	7.2	-0.7	-15.4	1.6	2.6	-2.1	-1.8	8.1
COc1cccc(CN(C)C(=S)Nc2cccc(C)c2)c1	1.0	-0.4	-9.7	-0.3	-9.5	-1.4	-2.9	-6.7	4.8	11.3
CCOC(=O)c1c(C)[nH]c(/C(C)=N/O)c1C	-1.8	-4.6	-6.0	2.3	-4.7	-2.2	1.5	-1.5	-12.5	-8.5

Among those listed so far, 4 contain sulfur.
SMILES	CAL PDZ FP-1	C-LANA FP	PKA-R2B activ	Keap1 Nrf2 FP	Rtt109 Vps75	RTF Ca sens act	DAGLB inh	CAL PDZ FP-2	Cardiac RTF inh	SR-BI uptake up
CCC1=Nc2cc(C(=O)NCCN3CCOCC3)ccc2Sc2ccc(Br)cc21	-4.6	2.6	-14.5	-2.8	1.0	-4.4	-2.7	-3.1	1.5	-7.0
Cc1ccc(N(CC(=O)NCc2ccccc2)C(=O)c2csnn2)cc1	-1.1	-1.7	-0.5	-5.0	2.2	-1.7	-3.6	-2.1	2.7	1.1
CCc1nnc(NS(=O)(=O)c2ccc(NC(=S)NC(=O)c3ccccc3)cc2)s1	-0.8	1.2	-3.2	-3.7	4.2	-1.5	5.7	-3.0	-7.1	10.2
COc1cccc(CN(C)C(=S)Nc2cccc(C)c2)c1	1.0	-0.4	-9.7	-0.3	-9.5	-1.4	-2.9	-6.7	4.8	11.3

The list continues:
SMILES	CAL PDZ FP-1	C-LANA FP	PKA-R2B activ	Keap1 Nrf2 FP	Rtt109 Vps75	RTF Ca sens act	DAGLB inh	CAL PDZ FP-2	Cardiac RTF inh	SR-BI uptake up
CC1=NN(c2ccccc2)C(=O)C1C(=O)c1cc([N+](=O)[O-])cc([N+](=O)[O-])c1 (centres undefined)	-1.0	-0.1	10.7	1.0	5.8	-3.9	10.0	1.8	2.2	13.5
C=CCn1c(SC(C)C(=O)NCc2ccc3c(c2)OCO3)nnc1C1CCCCC1 (centres undefined)	-2.4	-0.3	-3.1	-5.0	nt	-2.2	-1.3	-0.5	-4.2	-16.4
COc1ccccc1N1CCN(Cc2c[nH]c3ccccc23)CC1	-0.3	0.1	nt	0.9	5.8	nt	nt	nt	nt	14.2
c1ccc2c(C3CCO3)cccc2c1 (centres undefined)	1.0	-0.8	2.5	-0.2	-0.1	4.4	-1.3	-0.5	-0.2	6.6
O=C(COC(=O)c1cc([N+](=O)[O-])ccc1N1CCOCC1)Nc1ccc(Cl)cc1	-2.7	-0.3	-17.4	-3.1	3.5	-0.1	-0.8	-0.1	2.4	-40.1
Cc1cc(OC(=O)c2ccc(Cl)cc2Cl)c([N+](=O)[O-])c(=O)[nH]1	-0.2	-2.6	-1.8	-2.4	-4.2	3.2	0.0	nt	-8.2	8.5
CCOC(=O)C1=C(C)NC(=O)NC1c1ccc(OC(=O)c2ccco2)c(OC)c1 (centres undefined)	-0.9	-0.5	3.3	-3.2	-2.5	0.5	-2.7	-2.4	-1.9	11.7
CC[C@H](NC(=O)c1c(C)c(-c2ccccc2)nc2ccccc12)c1ccccc1	-0.5	-1.1	-7.9	-2.1	3.4	-1.5	0.4	-0.2	14.6	14.0
N#C/C(=N\Nc1cccc(C(F)(F)F)c1)C(=O)c1ccsc1	-0.1	-2.3	3.3	-1.9	16.6	0.9	12.5	-2.8	-3.5	19.6
COc1cc(NC(=O)c2cccs2)c(C(=O)OCC(=O)NCc2ccccc2)cc1OC	-3.2	0.4	8.9	-0.6	0.5	3.5	0.1	-0.9	11.9	-1.9
CCCCNC(=O)C1CCN(S(=O)(=O)c2c(C)noc2/C=C\c2ccc(OC)cc2)CC1	-0.4	1.9	6.0	-6.0	-5.1	8.4	0.3	nt	2.6	-65.2
Cc1ccc(NC(=O)c2cccc(Oc3ccc([N+](=O)[O-])cc3)c2)c(C(=O)O)c1	-1.8	0.8	-4.8	0.7	-1.7	-4.0	12.3	-8.4	-4.4	24.7
O=C(NN1C(=O)NC2(CCCCC2)C1=O)c1ccc(-c2ccc([N+](=O)[O-])cc2)o1	-1.7	-0.8	6.4	3.6	9.8	-3.2	2.7	-2.9	-11.1	-53.4
[O-][n+]1c2ccc3nonc3c2nn1-c1ccccc1Cl	-0.1	0.1	-7.1	-3.2	-0.4	-1.1	-1.4	-0.6	8.3	2.2
CCC(C)[C@H](NC(=O)NCc1ccc(Cl)cc1)C(=O)O (some centres undefined)	-1.0	-2.5	-1.2	-3.2	-2.7	-0.5	2.0	0.5	-7.0	nt
Cn1cccc1C(=O)OCc1cc(Cl)cc2c1OCOC2	1.0	-0.7	-10.9	0.9	-12.5	-6.8	-7.4	-3.0	-5.2	-51.7
Cc1ccc(-n2nnnc2SCC(=O)NCC2(N3CCOCC3)CCCCC2)cc1	-0.8	-0.3	-7.3	-3.3	3.0	7.5	-1.5	-2.0	-18.6	26.5
O=C(CN1C(=O)S/C(=C\c2cccc(Cl)c2)C1=O)NC1C=CS(=O)(=O)C1 (centres undefined)	-0.7	-0.2	-2.1	-2.6	-3.6	6.4	1.2	-3.6	-8.8	12.7
Cn1c(SCC(=O)N2CCN(S(=O)(=O)c3ccc(Cl)cc3)CC2)nc2ccccc21	-1.2	-1.2	-6.3	-7.9	4.9	9.1	-0.3	-6.4	-23.6	-11.6
CN(c1ccccc1)S(=O)(=O)c1cccc(NC(=O)C2CCCO2)c1 (centres undefined)	-0.1	1.4	-6.4	-4.0	-2.3	1.5	2.3	nt	-10.9	-9.1
COCCNC(=O)c1ccc2c(c1)ncn2-c1ccc(F)c(F)c1	0.2	0.2	3.5	-2.9	-12.9	-6.8	0.6	nt	-3.5	12.4
Cc1nc(C(C)NC(=O)CCc2nnc(CCCc3ccccc3)o2)c(C)s1 (centres undefined)	-0.1	0.2	3.8	-2.3	10.3	0.8	-3.0	4.0	-3.8	-8.7
O=C(/N=C1\NC(=O)C(F)(C(F)(F)F)S1)NC1CCCCC1 (centres undefined)	-1.5	-1.4	-12.9	-12.8	0.1	-1.8	-4.3	-3.7	-3.1	7.9
COc1ccc(-c2cc(C(=O)N3CCN(C(=O)c4ccccc4F)CC3)[nH]n2)cc1	-2.9	-0.4	-2.0	-0.1	-1.2	3.4	-1.6	-1.7	-0.4	3.4
Clc1ccc(SCc2nc3ccccc3[nH]2)cc1	-2.3	0.5	4.6	-2.3	-8.5	13.3	-0.1	nt	-6.1	12.2
COC(=O)C1CCN(C(=O)c2oc3c(Cl)cc(C)cc3c2C)CC1	-3.3	1.2	-6.7	-0.9	6.6	-3.8	-19.9	-3.9	-0.4	-25.5
Cc1ccc(NC(=O)Nc2cccc(Cl)c2)c(C(=O)O)c1	-1.7	0.1	4.9	-4.0	6.2	1.9	2.9	6.2	-6.8	24.7
C=CCc1ccc(OCCCNC2CCCC2)c(OC)c1	0.1	-0.9	-5.9	-4.5	0.7	3.0	-0.2	nt	-3.8	-1.1
COc1cccc(NC(=O)CSc2nnc(CNC(=O)c3ccccc3)n2C)c1	-1.5	-0.1	3.4	-2.7	-2.2	0.4	3.8	nt	-2.2	1.4
Cc1ccc(-c2nc3cnccn3c2Nc2ccc3c(c2)OCCO3)o1	0.4	0.8	2.2	-5.4	-1.6	9.4	3.4	8.2	-0.3	7.0
O=C(CSc1cn(CCNC(=O)c2cccs2)c2ccccc12)NCc1ccccc1	-0.8	-0.9	5.8	-5.0	3.4	4.8	-1.9	nt	-5.7	-13.4
CCCCn1c(N)c(N(CC(C)C)C(=O)Cc2ccc3c(c2)OCCO3)c(=O)[nH]c1=O	0.6	-0.2	-5.2	-7.1	-5.3	-2.5	1.9	-0.9	2.1	18.0
Cn1c(=O)c(=O)n(C)c2cc(S(=O)(=O)CCC(=O)N3CCCCC3)ccc21	-0.7	0.2	-5.7	-3.4	-7.1	1.1	2.8	0.2	1.0	16.3
O=C(CNC(=O)c1ccco1)OCc1ccccc1Cl	1.1	-0.8	-11.0	-0.4	-9.0	0.2	-4.1	6.5	-0.3	8.1
COc1ccccc1-c1cnn2c(NCCc3ccccc3)cc(C)nc12	-1.7	4.0	-7.0	-2.4	0.5	0.4	-5.3	-1.2	-5.0	-24.4
O=C(/C=C/c1cccs1)NC(=S)Nc1ccc(C(=O)O)cc1	-3.5	-1.6	-13.1	-7.6	-3.0	-1.2	1.9	0.2	-20.9	nt
COc1ccc(CCNC(=O)CN2C(=O)NC3(CCCCC3)C2=O)cc1	0.5	-2.9	-5.9	-0.5	-5.5	-3.8	-0.3	-4.6	-4.1	45.4
O=C(Nc1ccc(N2CCN(C(=O)c3ccccc3)CC2)cc1)c1ccc2c(c1)OCO2	0.0	-1.0	1.2	-3.1	-7.3	2.4	3.8	-1.7	-16.3	-35.0
COc1cccc(NC(=S)N(CCCN2CCCC(C)C2)Cc2cccs2)c1 (centres undefined)	-1.0	1.5	5.5	-2.4	7.4	1.3	-0.5	-3.4	-40.6	-3.3
N=c1sccn1CC(=O)Nc1ccccc1-c1ccccc1	1.1	1.7	0.1	-2.0	-2.0	-2.0	-1.4	1.7	-15.4	3.3

Screening data deposited in PubChem by several laboratories.
